High-throughput results deposited in PubChem by several laboratories.
FadD28 FP inh = M. tuberculosis FadD28 bisubstrate binding inhibition. AID 588549. inhibition, % at 12.5 µM. FadD28 bisubstrate probe binding, fluorescence polarization. 360,000 compounds, 0.22% hits; in the data active means inhibition above about 8.5%, passing the limit was not always enough; inconclusive means no clear call, values can overlap the other calls
GDH-TPI counter = GDH-TPI coupled enzyme inhibition counter-screen | GDH-TPI coupled enzyme counterscreen, NADH absorbance | inhibition, % at 4.8 µM | 360,000 compounds, 1.2% hits | AID 588335;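 further: 0% = DMSO wells and 100% = wells lacking the enzyme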
FBA Mtb inh = inhibits M. tuberculosis FBA enzyme. purified M. tuberculosis FBA, fluorescence read-out. inhibition, % at 1 µM. 360,000 compounds, 2.3% hits. AID 588726; in the data active means inhibition above about 27%;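 further: 0% = vehicle and 100% = reference inhibitor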
Target sequence (P9WQA3 whole entry, looked up): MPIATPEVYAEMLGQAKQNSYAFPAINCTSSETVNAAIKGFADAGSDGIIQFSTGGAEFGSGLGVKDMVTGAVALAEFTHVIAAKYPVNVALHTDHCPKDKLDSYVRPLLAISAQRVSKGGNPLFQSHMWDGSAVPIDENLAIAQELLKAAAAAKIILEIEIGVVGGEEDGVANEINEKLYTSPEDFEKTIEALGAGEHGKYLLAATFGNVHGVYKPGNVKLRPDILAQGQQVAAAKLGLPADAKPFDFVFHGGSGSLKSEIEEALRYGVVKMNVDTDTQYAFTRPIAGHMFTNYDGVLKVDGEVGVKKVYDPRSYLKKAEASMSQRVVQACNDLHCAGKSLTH
UGM FP inh = inhibitors of M. tuberculosis UDP-galactopyranose mutase. inhibition, % at 10 µM. purified UGM, fluorescence polarization probe displacement. AID 504406. 320,000 compounds, 0.06% hits; in the data active means inhibition above about 10%, passing the limit was not always enough; inconclusive means no clear call, values can overlap the other calls
Target sequence (P9WIQ1 whole entry, looked up): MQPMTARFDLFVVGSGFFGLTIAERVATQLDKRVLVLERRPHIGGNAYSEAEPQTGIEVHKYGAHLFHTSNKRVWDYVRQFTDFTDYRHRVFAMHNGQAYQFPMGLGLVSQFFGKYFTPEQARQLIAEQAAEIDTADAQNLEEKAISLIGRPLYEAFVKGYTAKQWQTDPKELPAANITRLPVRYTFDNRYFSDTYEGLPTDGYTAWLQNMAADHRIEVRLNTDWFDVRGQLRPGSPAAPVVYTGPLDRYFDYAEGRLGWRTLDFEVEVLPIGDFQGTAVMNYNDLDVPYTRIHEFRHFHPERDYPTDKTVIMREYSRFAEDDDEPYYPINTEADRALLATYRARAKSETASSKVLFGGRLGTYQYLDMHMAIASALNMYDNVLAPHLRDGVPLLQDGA
PrPC TRFRET = inhibitors of human cell surface prion protein PrPC; TR-FRET read-out; 370,000 compounds, 0.43% hits; inhibition, % at 13.8 µM; P04156; in the data active means inhibition above about 24%; further: 0% = median of the test wells and 100% = reference compound wells
Mtb BioA inh = inhibitors of Mycobacterium tuberculosis BioA enzyme; purified M. tuberculosis BioA enzyme, plate reader; inhibition, % at 9.99 µM; 360,000 compounds, 0.096% hits; AID 602481; in the data active means inhibition above about 40%; inconclusive means no clear call, values can overlap the other calls
BoNT-A LC inh2 = BoNT A light chain protease inhibition. multiplex microsphere protease substrate cleavage, flow cytometry. inhibition, % at 10 µM. 360,000 compounds, 0.17% hits. AID 588499; in the data active means inhibition above about 30%; inconclusive means no clear call, values can overlap the other calls; further: plate controls were buffer without enzyme for full effect and enzyme alone for no effect
BoNT F protease = blocks Botulinum neurotoxin F light chain protease. inhibition, % at 10 µM. 360,000 compounds, 0.22% hits. AID 588497. Multiplex microsphere protease cleavage assay, flow cytometry; in the data active means inhibition above about 35%, passing the limit was not always enough; inconclusive means no clear call, values can overlap the other calls; further: plate controls were buffer without enzyme for full effect and enzyme alone for no effect
CCHF vOTU inh = blocks the CCHF virus ovarian tumor domain protease | 370,000 compounds, 0.55% hits | inhibition, % at 11.5 µM | CCHFV vOTU protease, Pep-AMC fluorescence | AID 651958; further: 0% = vehicle wells with enzyme and 100% = no enzyme wells
An asterisk follows results filed as active; ? = inconclusive; / = not tested or not shown; & = joins results of further samples. Unless noted, no stated cut-off is given here; in the data, active means inhibition above about 30%; inactive means the rest.

Screens in order – BoNT-A LC inh2	CCHF vOTU inh	BoNT F protease	FadD28 FP inh	PrPC TRFRET	GDH-TPI counter	Mtb BioA inh	UGM FP inh	FBA Mtb inh
- COc1ccc(NS(=O)(=O)c2ccc3c(c2)N(C(C)=O)CC(C)S3)c(OC)c1 (configuration not stated)
    0.9	8	4	-2.7	7	4	-1.3	-0.1	0
- Cc1ccsc1C(=O)OCC(=O)NCC1CCCO1 (configuration not stated)
    0.6	-3	3	-0.3	-5	-2	/	1.8	3
- COc1ccc(N2CCN(CC(=O)c3c[nH]c4ccccc34)CC2)cc1
    0.7	-11	?	-1.5	-1	24	-1.7	0.4	-1
- N#CC(c1ccc(Cl)cc1)(c1ncc(C(F)(F)F)cc1Cl)N1CCOCC1 (configuration not stated)
    -0.1	5	1	-4.7	-2	-3	-1.0	1.3	-1
- COc1ccc(N(CC(=O)N2CCN(C)CC2)S(=O)(=O)c2cc(C)ccc2OC)cc1Cl
    0.9	0	-1	-20	11	-2	-0.4	-6.4	-4
- C/C(=N\NC(=O)c1cc(-c2cccc([N+](=O)[O-])c2)n[nH]1)c1ccccc1O
    -1.1	-3	2	-1.2	-3	18	/	-1.6	0
- COc1ccccc1NC(=O)C1CCCCN1S(=O)(=O)c1ccc(F)cc1 (configuration not stated)
    0.8	2	3	0.1	4	14	-0.1	1.7	-3
- CC(=O)c1cc(-c2ccccc2)n(CCC(=O)NC2CCC(C)CC2)c1C (configuration not stated)
    -0.7	11	-4	-0.5	10	7	0.1	-1.1	-3
- CCCC(=O)Nc1c(-c2ccccc2)c(=O)c(C)nn1-c1ccc(Cl)cc1
    0.2	1	-4	-1.4	-6	2	/	6.1	0
- CCc1nc2c(OCc3cccc(OC)c3)cccn2c1N(C)C(=O)C(C)C
    -0.7	13	-8	-3.6	8	4	2.3	/	0
- O=C(c1nc2ccccn2c1CNCCCn1ncc2ccccc21)N1CCOCC1
    0.0	-2	-1	1.0	6	8	/	0.8	-6
- CCn1c(COc2ccc(=O)n(-c3ccccc3)n2)nnc1SC
    -0.2	-1	1	-0.4	-15	0	/	0.1	-4
- CCCCCc1cc(=O)oc2c(C(CCN3CCCCC3)c3ccc(OC)cc3)c(OC)cc(OC)c12 (configuration not stated)
    -2.1	-5	-25	-12	-11	9	3.4	-1.6	4
- Cc1cc(NC(=O)COC(=O)C2CCN(C(=O)c3ccc(Cl)cc3)CC2)no1
    0.1	5	-12	-1.0	4	-3	0.2	-1.3	-1
- O=C(Nc1ccon1)Nc1cccc(Cl)c1Cl
    -2.0	-4	-6	-5.8	7	-7	-1.4	0.0	1
- Nc1nnnn1/N=C/c1cccs1
    ?	-5	5	-4.3	-7	20	0.7	1.2	-3
- Cc1cc(C)nc(NS(=O)(=O)c2ccc(NC(=O)CSc3ncn[nH]3)cc2)n1
    -1.0	0	-2	-3.4	-2	-1	/	-1.5	3
- Cc1ccc(NC(=O)N2CCN(C)CC2)cc1NC(=O)N1CCN(C)CC1
    0.2	-8	1	-3.3	-3	8	2.4	1.5	1
- CCCCN(C(=O)Cn1ncc(Cl)c(Cl)c1=O)c1c(N)n(CC(C)C)c(=O)[nH]c1=O
    -0.4	/	-2	-2.6	/	3	-0.5	0.0	1
- COc1ccc(CN2C(=O)c3ccccc3C2=O)cc1C(=O)Nc1ccccc1N1CCOCC1
    -0.1	5	-4	-0.6	-6	3	/	-1.0	1
- CCn1c(SCC(=O)N2CCC(C)CC2)nnc1-c1ccc(S(=O)(=O)N2CCN(C)CC2)cc1
    ?	-5	?	-1.5	1	9	0.1	-1.2	14
- CCN(CC)CCNc1cccc2sc3ccccc3c(=O)c12
    -0.3	16	-13	-1.0	-13	13	-0.8	/	-1
- CC(C)(C)c1cc[n+](C2=C([O-])c3ccccc3C(=O)/C2=N\S(=O)(=O)c2ccccc2)cc1
    -0.3	9	-4	-2.2	-19	-7	-1.3	-1.4	-1
- Cn1cc2ccc([N+](=O)[O-])cc2n1
    0.2	4	1	-1.3	-34	8	/	0.7	0
- COc1cccc(C(=O)N2CCN(C(=O)C3CC3)CC2)c1
    -0.4	10	6	-0.5	1	-2	0.3	/	1
- CCOC(=O)c1cccc(NC(=O)C2CCN(c3ncnc4c3nc3n4CCCCC3)CC2)c1
    0.3	6	-3	-1.6	2	-9	-1.0	-1.9	1
- C=CCNC(=O)CC(=O)N/N=C/c1ccccc1F
    0.4	-10	-6	-0.7	-1	6	-0.1	-1.1	1
- Cc1ccc(C(=O)Nc2ccc3[nH]c(=O)[nH]c3c2)c(C)c1
    -0.6	-5	1	0.9	-1	1	/	-4.1	-1
- Cc1ccc(CNC(=O)C(NS(=O)(=O)c2cccc3nsnc23)C(C)C)cc1 (configuration not stated)
    0.7	-1	-5	0.5	-11	11	0.8	1.0	-3
- Cn1c(NC(=O)c2cccc(Cn3cc(Cl)cn3)c2)nc2ccccc21
    0.1	-7	-6	-2.2	3	14	-2.2	1.5	-2
- O=S(=O)(c1c(F)cccc1F)N1CCN(C(=S)NCc2ccc3c(c2)OCO3)CC1
    0.2	0	-7	-1.0	2	-3	/	-1.8	-2
- Cc1ccccc1-n1ncc2c1CC(C)(C)CC2NC(=O)CCn1cncn1 (configuration not stated)
    1.8	4	2	0.3	2	7	-3.0	/	2
- COc1ccc(C(C)=NOC(=O)c2c(-c3ccccc3Cl)noc2C)cc1CN1CCOCC1
    0.0	13	-6	-9.8	5	11	-1.2	/	-1
- COc1cc(C(=O)NCC(=O)OCc2ccc(F)cc2)cc(OC)c1OC
    -0.3	17	-3	0.5	6	1	0.2	-0.6	4
- COc1ccc(CN2C(=O)NC(=O)/C(=C/c3ccoc3)C2=O)cc1
    0.0	12	-6	3.8	-9	10	-7.4	-4.7	0
- c1ccc2c3c(c(CN4CCCCC4)cc2c1)COC3
    -12	-13	-60	-1.1	-5	-6	-2.0	1.1	1
- CC1CCc2sc(C(=O)Nc3ccc(C(N)=O)cc3)cc2C1 (configuration not stated)
    -0.7	10	-9	-4.2	70*	6	8.9	0.1	1
- O=C(COc1ccccc1Cl)NCCNC(=O)c1cccnc1
    -0.8	-22	4	-2.4	-6	10	-0.5	-0.8	3
- C=CCOc1ccc(NC(=O)C2CC(=O)N(C(C)C)C2)cc1 (configuration not stated)
    3.1	-5	0	-4.6	1	-10	-1.4	1.2	2
- CCn1nc([N+](=O)[O-])c2c(-c3nc4ccccc4o3)c(N)n(CCCOC)c2c1=O
    0.1	-6	1	7.1	-2	6	-1.7	4.7	-2
- CCOC(=O)CCCOC(=O)c1ccc(S(=O)(=O)N(C)C)cc1
    -1.0	-3	-8	-0.7	-4	0	-0.7	1.7	0
- Cc1nn(-c2ccccc2)c(Cl)c1C(=O)OC(C)C(=O)NC(=O)NC1CCCCC1 (configuration not stated)
    0.4	13	-11	-1.0	-5	9	1.1	1.6	3
- O=C(Nc1cc2c(oc1=O)CCCC2=O)c1cccc(Cl)c1
    0.8	-6	7	-0.8	-7	16	0.6	4.2	0
- CCCCOn1c(C)c(C(=O)OCC)c2c3nonc3ccc21
    -2.0	9	-10	-3.0	-2	-6	/	2.7	6
- Cn1ccc(C(=O)NC(=S)Nc2ccc([N+](=O)[O-])cc2O)n1
    -0.2	18	2	?	-13	11	-1.3	3.8	-5
- O=C(NCc1nc(-c2ccc(C(F)(F)F)cc2)no1)Nc1cc(Cl)cc(Cl)c1
    /	-14	/	-2.4	-5	8	/	-2.1	5
- CCCCn1c(SCC(=O)Nc2cc(C)on2)nnc1-c1ccncc1
    -1.7	0	-9	/	-2	1	/	1.7	2
- O=C(CSCC(=O)N1CCCCC1)Nc1nc(-c2ccc(Cl)s2)cs1
    0.1	3	-11	-4.4	-2	11	-1.7	0.1	1
- Cc1c(C)n(Cc2ccccc2)c2ccc(C(=O)NCCCN3CCOCC3)cc12
    -0.1	11	5	-1.3	-17	-2	3.7	1.8	1
- Cc1ccc(OCCCC(=O)Nc2ccc3c(c2)OCO3)cc1
    -0.1	0	0	-2.9	5	3	/	1.8	1
- COC(c1ccccc1)c1c(-c2ccccc2)nn(C)c1Cl (configuration not stated)
    -1.0	-1	-18	-1.0	3	12	/	0.3	1
- Brc1ccc(-n2cnc(-c3ccccc3)c2)cc1
    -5.0	4	-13	-2.0	-3	0	-0.1	1.1	0
- Cc1nn(-c2ccccc2)c2c1P(=O)(O)/C(=C1\N(C)c3ccccc3C1(C)C)C=N2
    7.2	5	3	-2.0	-4	19	-1.5	1.5	-5
- Cc1sc(NC(=O)c2ccco2)c(C(c2ccncc2)N2CCOCC2)c1C (configuration not stated)
    3.4	16	2	-4.1	-12	23	0.3	-0.7	0
- CCCc1cc(=O)oc2cc(OCC(=O)N3CC[C@@]4(O)CCCC[C@H]4C3)ccc12
    -0.7	-4	6	-2.0	0	12	1.0	/	24
- CCC1=[N+](CC(=O)c2ccc(Br)cc2)CCn2c(C)ccc21
    ?	8	?	-3.6	0	17	1.7	-1.0	0
- O=c1cc(CN2CCN(Cc3ccc(F)cc3)C(CCO)C2)[nH]c2ccccc12 (configuration not stated)
    -3.8	-8	?	-0.7	-9	8	6.0	-3.1	2
- O=C(Nc1cccc(C(=O)Nc2cccc(C(F)(F)F)c2)c1)c1ccc(=O)[nH]c1
    -1.3	2	-4	-6.4	-1	-9	-1.3	-3.3	-2
- O=C(O)CCCCNS(=O)(=O)c1ccc(Cl)c(C(F)(F)F)c1
    -0.6	0	2	-0.3	-5	5	-3.9	1.7	5
- O=C(CN1CCN(CCO)CC1)Nc1ccccc1
    0.4	9	1	-2.3	6	5	-1.5	-0.1	-2

Molecules listed so far containing bromine (2):
Screens in order – BoNT-A LC inh2	CCHF vOTU inh	BoNT F protease	FadD28 FP inh	PrPC TRFRET	GDH-TPI counter	Mtb BioA inh	UGM FP inh	FBA Mtb inh
- Brc1ccc(-n2cnc(-c3ccccc3)c2)cc1
    -5.0	4	-13	-2.0	-3	0	-0.1	1.1	0
- CCC1=[N+](CC(=O)c2ccc(Br)cc2)CCn2c(C)ccc21
    ?	8	?	-3.6	0	17	1.7	-1.0	0

Next section.
Screens in order – BoNT-A LC inh2	CCHF vOTU inh	BoNT F protease	FadD28 FP inh	PrPC TRFRET	GDH-TPI counter	Mtb BioA inh	UGM FP inh	FBA Mtb inh
- COC(=O)[C@@]1(C)[C@H]2C(=O)N(C)C(=O)[C@H]2[C@H]2CN=C(SCc3ccc(C#N)cc3)N21
    -0.5	-2	-10	0.9	4	9	-0.4	/	3
- CCn1c(SCC(=O)N2CCCCC2C)nc2ccsc2c1=O (configuration not stated)
    0.8	-10	16	2.2	1	11	6.9	-0.2	3
- O=C(c1ccoc1)N1CCN(c2cc(-c3ccccc3)nc3cc(-c4ccc(Br)cc4)nn23)CC1
    0.0	-12	6	-4.0	-4	3	-1.2	/	7
- Cc1ccc(/C=C/C(=O)c2ccccc(=O)c2O)c(C)c1
    7.3	10	10	-0.8	-7	15	0.1	2.5	-1
- COc1ccccc1CN=C1Nc2ccccc2CS1
    -0.2	6	-6	-0.8	-3	7	/	-3.0	3
- COc1ccc(NC(=O)COC(=O)C2CCN(S(=O)(=O)c3ccccc3)CC2)cc1Cl
    -0.2	-10	-3	-4.5	2	-5	-0.2	-1.6	1
- Cc1noc(C)c1NC(=O)Nc1ccc2c(c1)C(=O)N([C@H](C)CO)C[C@H](C)[C@H](CN(C)C(=O)NC1CCCCC1)OCCCC[C@@H](C)O2
    -0.1	6	-3	-0.8	8	22	-6.8&0.0	/	1
- NNc1ccccc1C(F)(F)F
    0.3	-7	1	-1.0	5	6	/	/	-2
- C=CCOc1ccc(/C=C\c2nc(O)c([N+](=O)[O-])c(=O)[nH]2)cc1OC
    0.4	/	-7	0.7	/	15	-2.9	0.1	-1
- Cc1cc(Cl)ccc1OCC(=O)Nc1ccc(CN2CCOCC2)cc1
    -0.2	2	0	-0.2	-2	1	-1.2	/	0
- CC(=O)Nc1ccc(NC(=O)COC(=O)c2ccc([N+](=O)[O-])o2)cc1
    0.8	21	4	1.5	-29	-2	-0.8	3.2	1
